Bioassay records as filed in PubChem.
KOR beta-arrestin-1 = KOR antagonists, beta-arrestin recruitment, cell-based, luminescence, uHTS (AID 1778). inhibition, % at 10 µM; hits with a dose series show IC50 in µM. Kappa-type opioid receptor (Homo sapiens). 290,000 tested, 0.091% active. KOR beta-arrestin recruitment, luminescence, antagonist mode; higher % means a stronger effect; in the data active means inhibition above about 50%; further: strong numbers were not always called active
West Nile antiviral = West Nile virus antiviral activity, cell-based, CPE readout (AID 1621); CPE inhibition, % at 10 µM; hits with a dose series show IC50 in µM; West Nile virus-infected cells, CPE inhibition; higher % means a stronger effect; 290,000 tested, 0.02% active; in the data active means a potency from the dose series; further: strong numbers were not always called active
GPR55 activation = GPR55 agonists via beta-arrestin recruitment, primary screen, imaging, U2OS cells, beta-arrestin-GFP redistribution (AID 1961); G-protein coupled receptor 55 (Homo sapiens); 290,000 tested, 0.048% active; activation, % at 10 µM; hits with a dose series show EC50 in µM; U2OS GPR55 beta-arrestin-GFP redistribution imaging; higher % means a stronger effect;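 active means activation above 40% with more than 50 cells counted in the well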;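 further: U2OS osteosarcoma cells stably expressing GPR55 and beta-arrestin-GFP; plate controls were DMSO negative control for no effect and LPI positive control for full effect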
GPR35 antagonists = GPR35 antagonists blocking zaprinast-driven arrestin recruitment, primary screen, imaging, U2OS, beta-arrestin-GFP, zaprinast agonist (AID 2058). 290,000 tested, 0.052% active. one-dose inhibition, % at 10 µM; IC50 in µM for titrated hits. U2OS GPR35 beta-arrestin-GFP translocation imaging, zaprinast antagonism; higher % means a stronger effect;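 active means inhibition of at least 50% with at least 30 cells and total cytoplasm GFP at most 10,000,000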
T cell HTS = modulators of CD8 T cell-vesicle binding, primary screen, mouse 2C CD8+ T cells, flow cytometry. 2C CD8+ T cell-vesicle binding; hits give low values. AID 2052, 2009. 330,000 tested, 0.068% active. calls only at 7 µM;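 active means response, share of CD8 T cells binding vesicles, and their 90th percentile fluorescence all below set limits, cut at about 80% in these data, passing the limit was not always enough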
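Assay system – 2C mouse CD8+ T cells · Also added – QL9-loaded Drosophila micro-vesicles · Timing – Cell–vesicle co-incubation 1.5 h at 37 °C, staining 20 min on ice · Signal – flow cytometry of vesicle-bound cells · Measure – percent CD8+ FL2 mean versus row control · Controls – Peptide-free naked vesicles (low) and QL9 vesicles with 0.7% DMSO vehicle (high)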
KOR beta-arrestin-2 = KOR agonists, beta-arrestin recruitment, primary screen, cell-based, luminescence, uHTS (AID 1777); KOR beta-arrestin recruitment, luminescence; higher % means a stronger effect; activation, % at 10 µM; hits with a dose series show EC50 in µM; 280,000 tested, 0.02% active; in the data active means activation above about 50%, passing the limit was not always enough; further: a part of the inactive calls stands beside numbers as strong as those of hits
GPR55 antagonists = GPR55 antagonists blocking LPI-driven arrestin recruitment, primary screen, imaging, U2OS, beta-arrestin-GFP, LPI agonist (AID 2013) | G-protein coupled receptor 55 (Homo sapiens) | U2OS GPR55 beta-arrestin-GFP translocation imaging, LPI antagonism; higher % means a stronger effect | one-dose inhibition, % at 10 µM; IC50 in µM for titrated hits | 290,000 tested, 0.13% active;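 active means spots per cell inhibited over 60%, with over 100 cells counted and total cytoplasm intensity under 500,000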;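 further: U2OS cells stably carrying GPR55 and arrestin-GFP stimulated by 5 µM LPI near EC80; imaged beta-arrestin-GFP aggregate spots per cell after agonist stimulation; plate controls were LPI-stimulated DMSO wells for no effect and DMSO wells without LPI for full effect; some results filed as inactive read as strong as hits; confirmed hits need IC50 under 10 µM and bright autofluorescent wells are also inconclusive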
NTR1 agonist = agonists of NTR1, primary screen, imaging, U2OS cells, beta-arrestin-GFP, high content (AID 493036); activation, % at 20 µM; Neurotensin receptor type 1 (Homo sapiens), P30989; NTR1-U2OS beta-arrestin-GFP spot imaging, agonist mode; 330,000 tested, 0.17% active;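 active means activation at or above 40% of the spot to cytoplasm intensity ratio, with at least 20 cells analyzed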;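 further: 0% = DMSO without peptide and 100% = 100 nM NTR1 peptide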
Target sequence (P30989 whole entry, looked up): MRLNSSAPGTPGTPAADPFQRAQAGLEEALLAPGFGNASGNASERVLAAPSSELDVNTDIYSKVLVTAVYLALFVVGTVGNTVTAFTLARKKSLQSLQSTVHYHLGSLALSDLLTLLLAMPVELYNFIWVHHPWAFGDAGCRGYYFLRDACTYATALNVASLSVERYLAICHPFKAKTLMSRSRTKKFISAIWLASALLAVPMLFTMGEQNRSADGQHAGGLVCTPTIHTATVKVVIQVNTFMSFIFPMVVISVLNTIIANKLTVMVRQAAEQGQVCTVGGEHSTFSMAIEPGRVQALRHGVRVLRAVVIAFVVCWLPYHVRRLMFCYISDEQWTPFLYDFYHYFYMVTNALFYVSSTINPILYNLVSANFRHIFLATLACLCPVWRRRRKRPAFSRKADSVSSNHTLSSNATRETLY
PhoP inhibition = inhibitors of PhoP regulon expression, primary screen, Salmonella Typhimurium, GFP reporter (AID 1863). S. Typhimurium PhoP-regulated promoter GFP reporter, 4 h; higher % means a stronger effect. inhibition, % at 50 µM, or IC50 in µM where a hit was titrated. 300,000 tested, 0.16% active;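 active means inhibition over 29.93%, a cutoff 3 SD above the screen mean, later confirmed by dose response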;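 further: 0% = low Mg2+ inducing control and 100% = high Mg2+ repressing control; strong numbers were not always called active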
T cell HTS vesicle-bound % = also measured in T cell HTS; calls as there; double positive events, %; measured here: CD8+ vesicle-bound cell fraction;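 binding gate set so that unloaded-vesicle control wells show 10% double positive cells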
NTR1 agonist cell count 20 µM = further read-out of NTR1 agonist, marked with its call; cell count; measured here: cell count, cytotoxicity flag
* = called active by the depositor; i = inactive; . = not tested or not shown; & = joins results of further samples; [ ] = remark or other dose.

SMILES | KOR beta-arrestin-1 | West Nile antiviral | GPR55 activation | GPR35 antagonists | T cell HTS | T cell HTS vesicle-bound % | KOR beta-arrestin-2 | GPR55 antagonists | NTR1 agonist | NTR1 agonist cell count 20 µM | PhoP inhibition
Cc1csc(SCC(=O)Nc2cccc(S(=O)(=O)N3CCOCC3)c2)n1 | -21% | -1.3% | -0.5% | 2% | i | 48 | -3.0% | -6% | -0.7 | 74 | 9%
CC(=O)c1ccc(NC(=O)CSc2ccc3nnc(-c4cccnc4)n3n2)cc1 | -24% | 0.2% | 0.1% | -14% | i | 52 | 1.1% | 6% | -1.4 | 91 | 3%
COc1cc(C)nc(-c2csc(C)n2)n1 | -11% | -0.1% | 0.2% | -2% | i | 27 | 1.0% | 4% | -0.3 | 58 | -8%
COc1cc(NS(=O)(=O)c2ccc(NC(=S)NC(=O)c3sc4cc(F)ccc4c3Cl)cc2)nc(OC)n1 | -19% | -0.4% | 38% | 18% | i | 4 | -2.8% | 34% | 3.9 | 93 | -9%
O=C(COC(=O)Cc1ccccc1F)Nc1ccc2c(c1)OCCO2 | -44% | 0.5% | -0.2% | 1% | i | 11 | 0.2% | 3% | -0.2 | 57 | 2%
COc1ccc(NC(=O)CSCc2ccc(C#N)cc2)c(OC)c1 | -36%[20 µM] | 0.1% | -0.3% | 5% | i | 28 | -3.6% | -4% | 0.4 | 66 | -3%
Nc1c(C(=O)NCc2ccccc2)sc2nc3c(cc12)C(=O)CCC3 | -25% | -0.3% | 0.0% | -7% | i | 44 | 6.3% | 2% | -6.1 | 96 | -2%
O=C(Nc1ccn(Cc2c(F)c(F)c(F)c(F)c2F)n1)c1ccc(COc2ccccc2Cl)cc1 | -4% | 0.5% | 0.3% | -12% | i | 8 | 1.0% | 17% | -0.8 | 52 | -2%
CN(C)/C=C/C(=O)c1ccc([N+](=O)[O-])c(CS(=O)(=O)c2ccccc2)c1 | -6% | -0.1% | 0.0% | -2% | i | 64 | -2.1% | -4% | 1.1 | 90 | 2%
Cc1ccc(CCNC(=O)C2CC(c3ccccc3[N+](=O)[O-])=NO2)cc1 (centres undefined) | -10% | -0.5% | 0.0% | -10% | i | 25 | 4.4% | -9% | -0.4 | 92 | 3%
COCc1cc(=O)n2[nH]c(N)nc2n1 | 15% | 0.3% | -0.1% | -3% | i | 26 | 5.8% | 8% | -1.3 | 61 | -11%
CC(=O)Nc1ccc(CN2CCC(Oc3ccc(C(=O)N4CCCC4)cc3)CC2)cc1 | -2% | 0.3% | 0.2% | -2% | i | 5 | 8.4% | 14% | 0.4 | 58 | 0%
O=C(O)CSc1nc2ccccc2s1 | -17% | 0.3%&0.0% | 0.0%&0.2% | 18%&4% | i | 22 | 2.2%&2.3% | 5%&-11% | -0.3 | 44 | 4%&-12%
Cc1cccc(NC(=O)c2ccc(S(=O)(=O)N3CCCCC3)cc2)c1 | -22% | -0.2% | -0.2% | -11% | i | 7 | 8.1% | 17% | 0.8 | 100 | -7%
CCn1c(=O)c2sccc2n2c(CCCC(=O)NCCc3ccc(S(N)(=O)=O)cc3)nnc12 | -3% | 0.1% | -0.2% | -1% | i | 11 | -4.5% | 15% | -1.0 | 63 | -8%
Cc1cccc(N(C(=O)CNC(=O)c2ccco2)C(C(=O)NCC2CCCO2)c2ccccc2)c1 (centres undefined) | 0%[20 µM] | -0.2% | -0.1% | 10% | i | 44 | . | 10% | -0.2 | 41 | -1%
CCOC(=O)N1CCC(NC(=O)C2CCCN(Cc3nc(-c4cccc(Cl)c4)oc3C)C2)CC1 (centres undefined) | -24% | 0.2% | -0.1% | -5% | i | 16 | 9.9% | -4% | 4.0 | 83 | -5%
CC(=O)Nc1ccc(Oc2ccccc2)cc1 | 18% | 0.6% | 0.1% | -4% | i | 33 | -5.2% | 7% | 2.7 | 55 | -3%
COc1cccc(CCc2nnc(N)s2)c1 | 10%[20 µM] | 1.0% | -0.1% | 14% | i | 8 | -7.0% | -1% | -0.5 | 62 | -1%
CC(C)[C@@H]1C=C(C(=O)O)O[C@H](OCCCCO)C1 | 33% | 0.6% | -0.1% | 1% | . | . | -2.5% | -10% | 2.5 | 105 | -3%
Cc1ccc(C(C(=O)NC2CCCCC2)N(C(=O)c2csnn2)C2CC2)cc1 (centres undefined) | -5% | -0.7% | 2.0% | 4% | i | 34 | 1.0% | 6% | -2.8 | 44 | 5%
CN=C1SC(CC(=O)NCCc2ccc(OC)c(OC)c2)C(=O)N1C (centres undefined) | 7% | -0.2% | -1.0% | 3% | i | 24 | . | 3% | 0.5 | 65 | 2%
N#Cc1c(SCC(N)=O)nc(-c2ccccc2)c2c1CCCC2 | -3% | 0.0% | -0.2% | 24% | i | 40 | -0.2% | 16% | 1.8 | 33 | -3%
O=C(NC(=S)NNC(=O)c1ccccc1O)c1ccc([N+](=O)[O-])cc1 | 43% | -0.6% | -0.1% | 7% | i | 18 | -13% | 5% | -0.7 | 96 | 5%
COc1ccc(-c2cn(/N=C/c3ccc(Cl)cc3Cl)c(N)n2)cc1 | 5% | -0.8% | 0.5% | 0% | i | 58 | -5.7% | 6% | 0.2 | 46 | 20%
COC(=O)C1CCCCN1C(=O)c1cccc(OC2CCN(C(=O)C3CC3)CC2)c1 (centres undefined) | -5% | -0.9% | -0.1% | -11% | i | 70 | 2.6% | 1% | 1.3 | 59 | -1%
CC(C)c1ccc(NC2CCCN(C(=O)c3cc(C(C)C)[nH]n3)C2)cc1 (centres undefined) | -28% | -0.7% | -0.2% | -8% | . | . | 7.5% | -6% | -0.9 | 53 | .
Cn1cccc1Cc1nnc(SCC(=O)N2CCCCCC2)n1CCc1ccccc1 | -14% | -0.2% | -0.1% | -2% | i | 48 | 5.4% | 6% | 0.0 | 70 | 0%
O=C(Nc1ccccc1Oc1cccnc1)C1CCCN(Cc2ccc(F)cc2)C1 (centres undefined) | 18% | -0.5% | -0.2% | 0% | i | 59 | -6.2% | -12% | -0.5 | 55 | 7%
CCN(CC)S(=O)(=O)c1cccc(C(=O)N/N=C2\CC(=O)CC(C)(C)C2)c1 | 19% | 1.9% | -1.2% | -7% | i | 21 | -0.3% | -5% | 5.8 | 29 | -3%
Cc1ccc(S(=O)(=O)Nc2ccc3c(c2)ncn3C(C)(C)C)cc1 | -25% | -0.5% | -0.1% | -7% | i | 33 | 2.4% | 2% | 1.7 | 37 | 5%
O=C(N/N=C/c1cccc(Cl)c1)C(c1ccncc1)N1CCOCC1 (centres undefined) | -74% | 0.0% | -0.3% | -6% | i | 24 | 8.5% | -3% | 0.0 | 39 | 1%
CCc1nn(C(C)C(=O)NCCN2CCCCCC2)c(=O)c2cc3occc3n12 (centres undefined) | 22% | 0.4% | -0.1% | 1% | i | 5 | -2.3% | -8% | -0.4 | 52 | 0%
COc1ccc(/C=C/C(=O)C2CC2)cc1Cn1nc(C)c([N+](=O)[O-])c1C | -20% | 1.1% | -0.2% | -19% | i | 56 | -2.1% | 2% | 5.5 | 41 | 3%
CSc1nc2ccccc2n1Cc1cccc([N+](=O)[O-])c1 | 4% | 0.1% | -0.2% | -5% | i | 57 | -3.4% | -10% | 1.3 | 80 | 3%
COc1ccc(NS(=O)(=O)c2cccc(NC(=O)CNC(C)=O)c2)cc1 | -2% | -0.2% | 0.0% | 7% | i | 57 | 0.0% | 2% | 2.2 | 59 | 1%
CCOC(=O)c1ccsc1NC(=O)CCS(=O)(=O)c1ccccc1 | -3% | -2.1% | -0.1% | -10% | i | 34 | 2.8% | 16% | 1.8 | 62 | 7%
CCCCNC(=O)COC(=O)c1ccc(SC)cc1OC | 20% | 1.8% | -0.6% | -6% | i | 36 | -1.2% | -1% | -0.5 | 48 | -5%
COc1ccc(-c2csc(NC3CCCCC3)n2)c(OC)c1 | -20% | -0.3% | -0.1% | 5% | i | 20 | -1.6% | 4% | 1.5 | 59 | 8%
CCOc1ccc(C(=O)Nc2ccc(CN3CCOCC3)cc2)cc1Br | 0%[20 µM] | 0.0% | -0.1% | 4% | i | 59 | -2.6% | 2% | 0.8 | 59 | -4%
COC(=O)c1c(C)oc2ccc(N(C(=O)Oc3ccccc3)S(=O)(=O)c3ccccc3)cc12 | 32% | -0.8% | 0.4% | -1% | i | 48 | -2.0% | 26% | 1.3 | 54 | 3%
O=C(Cc1ccccc1)NCc1ccc2c(c1)OCO2 | 44% | 0.2% | -0.2% | 15% | i | 3 | -5.1% | -10% | -1.6 | 51 | -11%
CCOC(=O)c1cc(C)[nH]c(=S)c1C#N | 0% | 0.1% | 0.2% | 5% | i | 43 | 4.1% | -8% | 0.5 | 48 | 5%

Whole records, looked up by structure.
Profile of CCOC(=O)c1cc(C)[nH]c(=S)c1C#N : KOR beta-arrestin-1 = 0%; West Nile antiviral = 0.1%; GPR55 activation = 0.2%; GPR35 antagonists = 5%; T cell HTS = i; T cell HTS vesicle-bound % = 43; KOR beta-arrestin-2 = 4.1%; GPR55 antagonists = -8%; NTR1 agonist = 0.5; NTR1 agonist cell count 20 µM = 48; PhoP inhibition = 5%
Profile of COc1ccc(/C=C/C(=O)C2CC2)cc1Cn1nc(C)c([N+](=O)[O-])c1C : KOR beta-arrestin-1 = -20%; West Nile antiviral = 1.1%; GPR55 activation = -0.2%; GPR35 antagonists = -19%; T cell HTS = i; T cell HTS vesicle-bound % = 56; KOR beta-arrestin-2 = -2.1%; GPR55 antagonists = 2%; NTR1 agonist = 5.5; NTR1 agonist cell count 20 µM = 41; PhoP inhibition = 3%

Reprinted at random: two compounds from above
SMILES | KOR beta-arrestin-1 | West Nile antiviral | GPR55 activation | GPR35 antagonists | T cell HTS | T cell HTS vesicle-bound % | KOR beta-arrestin-2 | GPR55 antagonists | NTR1 agonist | NTR1 agonist cell count 20 µM | PhoP inhibition
CN=C1SC(CC(=O)NCCc2ccc(OC)c(OC)c2)C(=O)N1C (centres undefined) | 7% | -0.2% | -1.0% | 3% | i | 24 | . | 3% | 0.5 | 65 | 2%
O=C(N/N=C/c1cccc(Cl)c1)C(c1ccncc1)N1CCOCC1 (centres undefined) | -74% | 0.0% | -0.3% | -6% | i | 24 | 8.5% | -3% | 0.0 | 39 | 1%
